Granule exo inh – blocks lytic granule exocytosis | TALL-104 LAMP-1 surface exposure, flow cytometry; cells stimulated with thapsigargin and PMA | inhibition, % at 10 µM | 360,000 tested, 0.66% active | AID 651702;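 active = inhibition above about 55%, limit read from the data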
TROY signal inh – blocks TROY-dependent signaling in reporter cells. Q293 LMP1-TROYcd NF-kB luciferase reporter, 4 h. inhibition, % at 10 µM. 360,000 tested, 0.98% active. AID 1347056;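 active = compounds whose plate-normalised and pattern-corrected inhibition of the luciferase reporter signal at the single screening dose is 50% or more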
LRH-1 inv ag – NR5A2 inverse agonism in reporter assay; HEK293T StAR-luciferase reporter, LRH-1 transfected, 24 h; AID 602396; 360,000 tested, 0.13% active; inhibition, % at 3.6 µM;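 active = inhibition above the mean inhibition of all tested compounds plus 3 SD, cut at about 73% in these data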;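 note: 0% = DMSO wells and 100% = reporter-only cells lacking LRH-1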
ABHD5-PLIN5 inh – ABHD5-PLIN5 protein interaction inhibition | Q00G26+Q8WTS1 | Split G. princeps luciferase complementation, luminescence, 4 h | inhibition, % at 4 µM | 360,000 tested, 0.78% active | AID 602281;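 active = inhibition above the mean inhibition across every tested compound plus 3 SD, cut at about 22% in these data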;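 note: 0% = DMSO only wells and the 100% control is not disclosed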
SRC3 inh – human NCOA3 inhibition; Q9Y6Q9; HEK293 GAL4-SRC3 luciferase reporter, luminescence; inhibition, % at 3.6 µM; 360,000 tested, 0.17% active;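 active = inhibition above a per-campaign cutoff, the mean of all compounds plus 3 SD, cut at about 60% in these data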;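 note: 0% = DMSO-treated cells and 100% = gossypol-treated cells at 36 µM; higher means less SRC3-driven luciferase light from the GAL4 reporter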
SRC2 inh – human SRC2 (NCOA2) inhibition; HEK293 GAL4-SRC2 luciferase reporter, luminescence; inhibition, % at 9 µM; 370,000 tested, 0.17% active; AID 651957;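 active = inhibition above the mean inhibition of all tested compounds plus 3 SD, set per campaign, cut at about 52% in these data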;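 note: 0% = DMSO treated cells and 100% = cells given Gossypol at 36 µM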
SRC1 inh – inhibitors of human steroid receptor coactivator 1 (SRC1) | Q15788 | HEK293 GAL4-SRC1 luciferase reporter, luminescence | inhibition, % at 3.6 µM | 360,000 tested, 0.12% active | AID 588354;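 active = inhibition above the campaign mean plus 3 SD, with each screening campaign given its own cutoff, cut at about 60% in these data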;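 note: 0% = DMSO treated cells and 100% = gossypol at 36 µM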
NOD2-RIPK2 inh – inhibitors of human NOD2-RIPK2 interaction | inhibition, % at 4.98 µM | CHO BLA complementation NOD2-RIPK2, CCF4 ratio | 360,000 tested, 0.38% active; in the data active = inhibition above about 21%;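 note: 0% = vehicle only and 100% = reference blocker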
Target sequence (O43353 whole entry, looked up): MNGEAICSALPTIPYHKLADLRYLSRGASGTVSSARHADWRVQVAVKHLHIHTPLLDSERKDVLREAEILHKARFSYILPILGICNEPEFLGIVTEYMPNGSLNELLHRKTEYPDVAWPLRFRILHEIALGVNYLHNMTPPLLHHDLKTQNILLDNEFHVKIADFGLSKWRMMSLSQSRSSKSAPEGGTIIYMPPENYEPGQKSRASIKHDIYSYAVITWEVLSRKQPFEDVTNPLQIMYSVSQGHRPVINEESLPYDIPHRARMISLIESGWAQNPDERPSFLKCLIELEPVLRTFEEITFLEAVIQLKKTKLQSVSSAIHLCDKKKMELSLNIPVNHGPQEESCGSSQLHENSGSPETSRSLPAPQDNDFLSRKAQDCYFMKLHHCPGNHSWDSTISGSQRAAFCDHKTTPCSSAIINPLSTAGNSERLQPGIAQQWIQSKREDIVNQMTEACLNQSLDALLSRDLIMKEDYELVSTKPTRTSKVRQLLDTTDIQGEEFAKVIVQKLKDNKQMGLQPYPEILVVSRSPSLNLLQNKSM
COUP-TFII inh – blocks human COUP-TFII nuclear receptor | 370,000 tested, 0.7% active | AID 686940 | P24468 | HEK293T NGFI-A luciferase reporter, luminescence | inhibition, % at 8.6 µM;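 active = inhibition above a per-plate cutoff, mean inhibition of test wells between control levels plus 3 SD, cut at about 38% in these data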;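 note: cells cotransfected with COUP-TFII expression vector driving the NGFI-A reporter; 0% = median of COUP-TF2 test wells and 100% = reporter-only cells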
Target sequence (P24468 whole entry, looked up): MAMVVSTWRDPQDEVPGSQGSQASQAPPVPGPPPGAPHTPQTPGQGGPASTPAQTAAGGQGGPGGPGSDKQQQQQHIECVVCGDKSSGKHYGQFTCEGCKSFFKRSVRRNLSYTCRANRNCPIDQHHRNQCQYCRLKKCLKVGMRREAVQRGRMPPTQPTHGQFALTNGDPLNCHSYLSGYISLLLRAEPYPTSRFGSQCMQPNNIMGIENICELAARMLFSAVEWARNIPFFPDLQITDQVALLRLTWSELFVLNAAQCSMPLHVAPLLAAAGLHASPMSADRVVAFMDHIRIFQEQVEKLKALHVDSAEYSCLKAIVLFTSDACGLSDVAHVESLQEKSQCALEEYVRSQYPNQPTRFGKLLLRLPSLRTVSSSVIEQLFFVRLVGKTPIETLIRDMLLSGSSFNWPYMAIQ
TWEAK-Fn14 inh – inhibitors of TWEAK-Fn14 interaction signaling; TWEAK-stimulated Fn14 reporter cells, luciferase luminescence, 8 h; inhibition, % at 10 µM; 360,000 tested, 2% active; in the data active = inhibition above about 50%
TLR9-MyD88 inh – TLR9-MyD88 interaction inhibition. inhibition, % at 4.98 µM. AID 504734. 340,000 tested, 0.21% active. Q9NR96+Q99836. CHO BLA complementation TLR9-MyD88, CCF4 FRET ratio;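 active = inhibition above the mean over all tested compounds plus 3 SD, cut at about 21% in these data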;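 note: 0% = DMSO only wells and 100% = clavulanate BLA inhibitor control wells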
Numbers without * were called inactive; nt = not tested or not shown; & = joins results of further samples.

SMILES	Granule exo inh	TROY signal inh	LRH-1 inv ag	ABHD5-PLIN5 inh	SRC3 inh	SRC2 inh	SRC1 inh	NOD2-RIPK2 inh	COUP-TFII inh	TWEAK-Fn14 inh	TLR9-MyD88 inh
Cc1ccc(C(=O)NCC2CCCO2)o1 (stereo not given)	0	-12	-5	0	-6	2	-5	-7	9	0	3
O=C(CN1CCN(c2ccccc2)CC1)Nc1ccc(OCc2ccccc2)cc1	-1	13	-9	-5	-11	nt	-4	5	nt	-7	-7
CC(C)(C)C(=O)CSc1ncnc2sc3c(c12)CCC3	0	-34	3	2	9	-45	-28	2	0	-2	-3
CCC(=O)NC(c1cccs1)c1ccc2cccnc2c1O (stereo not given)	6	11	18	3	36	31	10	0	17	3	8
C[C@@H]1CN([C@H](C)CO)C(=O)CCCn2cc(nn2)CO[C@H]1CN(C)C(=O)Nc1ccc(C(C)(C)C)cc1	1	-2	24	-2	15	-33	13	1	15	4	nt
Cc1nn2c(N)c(C#N)cnc2c1-c1ccc(Cl)cc1	0	8	4	-2	-20	-6	-21	1	6	-3	6
Cc1ccc(Cl)cc1NC(=O)c1ccccn1	-1	-31	0	-1	-16	-9	-16	2	4	-40	-4
CN1C(=O)Cc2cc(S(=O)(=O)N3CCN(c4ccc(Cl)cc4)CC3)ccc21	3	7	-13	-4	8	9	6	5	-17	-1	1
CC1CC(C)CN(S(=O)(=O)N2CCCC(C(=O)NCCc3ccccc3)C2)C1 (stereo not given)	-2	-4	-13	1	3	7	7	-1	-5	9	-6
NC(=O)CC(NC(=O)Cc1ccc(Cl)cc1)c1ccc(NC2CCCC2)c([N+](=O)[O-])c1 (stereo not given)	3	1	8	5	14	-22	-3	6	4	26	3
O=C(CSc1nncn1-c1ccccc1F)NC1CCCCC1	-1	-41	-32	3	-37	-35	-17	8	-20	-30	3
CCOc1ccc(-c2c(C(=O)N/N=C/c3cccs3)nnn2-c2nonc2N)cc1	-10	9	7	1	17	25	-6	-1	-7	-2	10
O=C(Nc1ccc(Cl)cc1Cl)C1=Cc2ccccc2OC1	-1	-18	-162	-6	-82	-27	-126	2	-24	13	5
Cc1ccc(N2NC(C)(c3cccs3)NC2=S)cc1 (stereo not given)	-3	25	-14	-7	-7	-16	-21	-1	-10	-23	6
CC1(C)CC(=O)C=C(c2ccc(-c3cnn(Cc4ccccc4)c3)cc2)C1=O	8	-13	18	1	24	-19	10	-5	-9	-2	-4
CCS(=O)(=O)c1ccc2c(c1)NC(=O)C(CCCl)O2 (stereo not given)	-4	-13	20	-3	20	12	-7	-5	1	4	6
Cc1cc(C)nc(NC(=O)/C=C/c2ccccc2Cl)n1	-8	-42	-38	1	-12	-65	-23	9	-14	-25	1
CC(=O)Nc1cccc(NC(=O)CSc2nc3c(c(=O)n(C)c(=O)n3C)n2C)c1	0	-1	-8	0	-22	-16	15	1	-22	31	0
COc1ccc(C(=O)O)cc1S(=O)(=O)NCCN(C)C	2	-7	26	0	5	2	11	-12	0	-5	-3
O=C(NCC1CCCO1)C1CC(=O)N(c2ccccc2)C1 (stereo not given)	1	-21	0	6	7	5	-1	-14	24	-6	-2
COc1cccc(/C=N/n2cncn2)c1OCC#N	-1	9	-7	-1	8	-13	-5	6	-7	0	-6
N#CCSc1ccc(-c2nc3ccccc3[nH]2)cn1	-2	-33	-111	4	-57	-16	-104	1	-32	-18	2
Cc1cc(NCCCn2ccnc2)n2ncc(-c3ccc(Cl)cc3)c2n1	18	70*	-52	18	-59	-74	-107	10	-30	68*	-8
CCOc1ccc(CNC(=O)Cn2ccc3cc(S(=O)(=O)N4CCCCCC4)ccc32)cc1	0	5	-6	-1	-20	-18	-12	-9	-13	-9	5
COc1ccc(NC(=S)N(CCCN2CCC(C)CC2)Cc2cccs2)cc1Cl	12	8	-1	9	4	-19	10	3	-20	-13	-4

A different layout for part of the listing above.
Structure | Granule exo inh | TROY signal inh | LRH-1 inv ag | ABHD5-PLIN5 inh | SRC3 inh | SRC2 inh | SRC1 inh | NOD2-RIPK2 inh | COUP-TFII inh | TWEAK-Fn14 inh | TLR9-MyD88 inh
COc1cccc(/C=N/n2cncn2)c1OCC#N | -1 | 9 | -7 | -1 | 8 | -13 | -5 | 6 | -7 | 0 | -6
CC(C)(C)C(=O)CSc1ncnc2sc3c(c12)CCC3 | 0 | -34 | 3 | 2 | 9 | -45 | -28 | 2 | 0 | -2 | -3

More records follow.
SMILES	Granule exo inh	TROY signal inh	LRH-1 inv ag	ABHD5-PLIN5 inh	SRC3 inh	SRC2 inh	SRC1 inh	NOD2-RIPK2 inh	COUP-TFII inh	TWEAK-Fn14 inh	TLR9-MyD88 inh
O=C(c1ccc(C#Cc2ccccc2)o1)N1CCN(c2ccccn2)CC1	-2	23	-15	-3	19	1	13	-3	-22	-2	-4
O=C(Nc1ccc(Cl)cc1)N[C@@H]1CC[C@H](CCNS(=O)(=O)c2ccccc2F)O[C@@H]1CO	-3	nt	5	-1	nt	-42	nt	-8	-4	nt	nt
CN(C)CCC(c1ccc(Cl)cc1)c1ccccn1 (stereo not given)	-5&1	8&-3	-4&-21	-1&-3	2&10	-30&3	7&4	-12&-1	-18&3	-3&6	9&-3
COc1cc2nc(N3CCN(c4cc(C)ccc4C)CC3)nc(N)c2cc1OC	12	42	10	10	-3	-18	-14	18	10	-296	2
NNC(=O)c1cc2cc3ccccc3nc2s1	-2	-47	12	2	-24	-28	-2	-5	11	-9	0
S=C1NCCOCCNC(=S)NCCOCCOCCN1	-2	9	-19	1	-5	-41	5	0	8	-22	3
CCCc1cc(N2CCCC(C(=O)Nc3c(OC)cccc3OC)C2)n2ncnc2n1 (stereo not given)	-1	-7	0	3	0	-24	8	4	-5	-14	-4
COC(=O)c1ccc(CSc2nccn2C)cc1	0	2	-42	-6	-21	-30	-29	-9	-20	-14	-5
O=C(NCc1ccc(Cl)c(Cl)c1)c1ccco1	-4	5	-12	3	13	5	-3	-3	10	-24	-13
C=CCn1c(SCC(=O)Nc2sc3c(c2C#N)CCC(C)C3)nc2cc(C(=O)O)ccc2c1=O (stereo not given)	-2	11	6	5	-13	-36	6	-19	-2	-25	1
c1ccc(Nc2n[nH]nc2-c2ccccc2)cc1	1	-9	2	3	-6	9	3	-1	5	-8	4
[O-][n+]1c2ccccc2c2n1CCN1CCOC21c1ccc(Cl)cc1 (stereo not given)	6	-22	-5	-5	-35	-19	-38	0	-6	0	0
Cc1cc([N+](=O)[O-])ccc1NC(=O)CN1CCN(Cc2ccccc2)CC1	5	-3	5	-4	-14	-2	-5	-9	-1	-28	-9
Cc1cc(-c2n[nH]c(=S)n2-c2ccccc2)nn1C	-1	-9	12	-1	11	-37	-17	-9	-5	15	4
O=C(c1cc(S(=O)(=O)N2CCN(c3ccccc3)CC2)ccc1Cl)N1CCCCCCC1	1	19	2	-2	4	-11	-3	5	30	24	-10
CC1Cc2ccccc2N1C(=O)CSc1nnnn1-c1ccc2c(c1)OCCO2 (stereo not given)	-2	8	29	6	22	-44	-1	-4	-4	17	-6
Cc1cc(=O)[nH]c(N2CCOCC2)n1	0	14	16	4	11	-9	12	1	-6	5	nt
O=C(NNC(=O)C1CCCCC1)C(=O)NC1CCCCC1	2	14	11	-3	20	-19	-9	-2	-14	-15	3
CCOc1ccccc1NC(=O)CSc1nc2nc(-c3cccs3)cc(C(F)(F)F)c2c(=O)[nH]1	20	63*	6	-3	-12	24	-4	-6	3	-11	1
C/C(=N/NC(=O)c1ccoc1C)c1ccc(N2CCOCC2)cc1	1	-45	-207	4	-40	-55	-105	-6	-71	24	1
Cc1ccc(-c2nc3ncccc3o2)cc1NC(=O)c1ccc2c(c1)OCO2	5	8	-3	2	-17	-2	3	-22	0	9	4
COc1ccc(NC(=O)CN(c2cccc(C(F)(F)F)c2)S(C)(=O)=O)cc1OC	-3	-34	-11	4	-5	1	6	-6	-4	-25	1
O=C(Nc1ccccc1N1CCCCC1)c1ncoc1-c1ccc(F)cc1	2	-1	2	-5	13	0	-10	-5	22	3	-5
Cc1ccc(-c2csc(C(C#N)=C(O)CN3CCN(C(=O)c4ccco4)CC3)n2)cc1	-2	-14	-6	4	-22	-11	-8	-10	-9	3	4
Fc1cccc(Cc2c(-c3ccc(Cl)cc3)nc3c(Cl)cc(C(F)(F)F)cn23)c1	-7	38	6	4	-7	-10	-29	-8	7	26	nt
O=C(CN1C(=O)NC2(CCCC2)C1=O)OCc1cc(=O)n2cc(Br)ccc2n1	6	12	-18	-7	14	-12	-56	-2	-1	12	-6
Cc1cccc(CN(CC(=O)N/N=C/c2ccco2)S(=O)(=O)c2ccc(Cl)cc2)c1	4	20	1	-5	3	16	-7	-1	2	18	-8
CCN(C(=O)CSc1nnc(SC(C)C)s1)C1CCS(=O)(=O)C1 (stereo not given)	-2	1	13	-5	5	2	-9	-9	-13	-1	12
CC1CCC(CN2C(Nc3ccccc3)=NC[C@@H]2Cc2ccccc2)CC1 (stereo not given in full)	-3	0	0	13	7	1	-13	-21	2	-9	5
CCOC(=O)C1CCCN(CCC(=O)Nc2ccc3c(c2)CCC3)C1 (stereo not given)	5	-2	-13	0	19	1	1	-7	6	-14	-4

11 of these compounds in a different format.
molecule | Granule exo inh | TROY signal inh | LRH-1 inv ag | ABHD5-PLIN5 inh | SRC3 inh | SRC2 inh | SRC1 inh | NOD2-RIPK2 inh | COUP-TFII inh | TWEAK-Fn14 inh | TLR9-MyD88 inh
O=C(c1ccc(C#Cc2ccccc2)o1)N1CCN(c2ccccn2)CC1 | -2 | 23 | -15 | -3 | 19 | 1 | 13 | -3 | -22 | -2 | -4
O=C(Nc1ccc(Cl)cc1)N[C@@H]1CC[C@H](CCNS(=O)(=O)c2ccccc2F)O[C@@H]1CO | -3 | nt | 5 | -1 | nt | -42 | nt | -8 | -4 | nt | nt
CN(C)CCC(c1ccc(Cl)cc1)c1ccccn1 (stereo not given) | -5&1 | 8&-3 | -4&-21 | -1&-3 | 2&10 | -30&3 | 7&4 | -12&-1 | -18&3 | -3&6 | 9&-3
COc1cc2nc(N3CCN(c4cc(C)ccc4C)CC3)nc(N)c2cc1OC | 12 | 42 | 10 | 10 | -3 | -18 | -14 | 18 | 10 | -296 | 2
NNC(=O)c1cc2cc3ccccc3nc2s1 | -2 | -47 | 12 | 2 | -24 | -28 | -2 | -5 | 11 | -9 | 0
S=C1NCCOCCNC(=S)NCCOCCOCCN1 | -2 | 9 | -19 | 1 | -5 | -41 | 5 | 0 | 8 | -22 | 3
CCCc1cc(N2CCCC(C(=O)Nc3c(OC)cccc3OC)C2)n2ncnc2n1 (stereo not given) | -1 | -7 | 0 | 3 | 0 | -24 | 8 | 4 | -5 | -14 | -4
COC(=O)c1ccc(CSc2nccn2C)cc1 | 0 | 2 | -42 | -6 | -21 | -30 | -29 | -9 | -20 | -14 | -5
O=C(NCc1ccc(Cl)c(Cl)c1)c1ccco1 | -4 | 5 | -12 | 3 | 13 | 5 | -3 | -3 | 10 | -24 | -13
C=CCn1c(SCC(=O)Nc2sc3c(c2C#N)CCC(C)C3)nc2cc(C(=O)O)ccc2c1=O (stereo not given) | -2 | 11 | 6 | 5 | -13 | -36 | 6 | -19 | -2 | -25 | 1
c1ccc(Nc2n[nH]nc2-c2ccccc2)cc1 | 1 | -9 | 2 | 3 | -6 | 9 | 3 | -1 | 5 | -8 | 4

Assay outcomes from PubChem BioAssay.

This is a subset, so the mix of outcomes need not match the whole.
